Growth percent in the NCI-60 one-dose screen (48 h, 10 µM unless noted): 100 = growth as untreated, 0 = no growth, -100 = all killed.
UACC-62 – UACC-62 melanoma. 81,000 compounds, 5.4% hits. AID 1794756
EKVX – EKVX NSCLC | 71,000 compounds, 3% hits | AID 1794765
RPMI-8226 – RPMI-8226 leukemia cells | 77,000 compounds, 7.5% hits
M14 – M14 melanoma; 80,000 compounds, 6.2% hits
HOP-62 – HOP-62 NSCLC | 80,000 compounds, 3.9% hits | AID 1794735
HOP-92 – HOP-92 NSCLC cells; 71,000 compounds, 6.3% hits; AID 1794738
A549/ATCC – A549/ATCC NSCLC; 81,000 compounds, 3.7% hits
CCRF-CEM – CCRF-CEM leukemia; 77,000 compounds, 7% hits
An asterisk follows results filed as active; · = no result given; & = joins results of further samples; [ ] = another dose, or the depositor's remark. How the source made its calls: active means growth percent below 10; inactive means the rest.

Below each compound – HOP-62 | A549/ATCC | CCRF-CEM | M14 | HOP-92 | UACC-62 | EKVX | RPMI-8226
(1) COc1cc(-c2nn(C(=O)NS(=O)(=O)c3cccc(Br)c3)cc2-c2ccncc2)ccc1Cl
  58.1 | 63.2 | 91.1 | 65.0 | 20.6 | 61.5 | 50.8 | 68.2
(2) O[C@@H](c1cc(C(F)(F)F)nc2c(C(F)(F)F)cccc12)[C@@H]1CCCCN1
  82.9 | 80.3 | 100.9 | 106.3 | 37.9 | 81.2 | 92.1 | 83.3
(3) N#C/C(=N\Nc1ccc(F)cc1)C(=O)Nc1cc(-c2ccccc2)nn1-c1ccccc1
  18.2 | 11.0 | 15.7 | 18.3 | -21.3* | 4.4* | 5.5* | 11.9
(4) CCn1ncc2c(NNS(=O)(=O)c3ccccc3)ncnc21
  96.2 | 96.9 | 103.5 | 95.9 | 90.0 | 96.1 | 101.3 | 105.5
(5) CCNC(=O)c1ccc(Cl)c(Cl)c1
  102.8 | 93.2 | 93.2 | 97.2 | 94.1 | 97.6 | 104.3 | 99.0
(6) CCOc1cccc(/C=N/NC(=O)c2cccc(Nc3ccnc(C(F)(F)F)c3)c2)c1O
  12.3 | 38.0 | 6.4* | -6.9* | 51.3 | 0.2* | 21.3 | 27.3
(7) C=CCN1CC(=O)N(/N=C2\C(=O)Nc3ccccc32)C1=S
  99.4 | 96.5 | 104.4 | 89.7 | 68.5 | 75.3 | 86.6 | 98.2
(8) CN(C)C(=O)c1cc(CCCOc2ccc(-c3noc(C(F)(F)F)n3)cc2N)on1
  93.2 | 92.8 | 93.9 | 92.6 | 99.5 | 75.1 | 81.1 | ·
(9) CC(=O)n1nc(C(=O)OCc2ccccc2)c2cc(F)c(F)cc21
  104.6 | 104.6 | 102.1 | 98.6 | 92.0 | 90.0 | 92.6 | 99.0
(10) O=S(=O)(Nc1ncccn1)c1ccc(Nc2nc(N3CCOCC3)c3ccccc3n2)cc1
  85.3 | 82.4 | 100.2 | 113.9 | 98.6 | 99.1 | 96.8 | 92.0
(11) N#Cc1c(-c2ccc([N+](=O)[O-])cc2)cc(-c2ccc(NC(=O)CSc3nc4ccccc4c(=O)n3-c3ccccc3)cc2)nc1N
  102.8 | 96.3 | 99.1 | 99.7 | 68.5 | 87.9 | 97.8 | 85.6
(12) C=C1C(=O)O[C@H]2[C@H]1CC/C(COC(=O)c1cn(C)c3ccccc13)=C\CC[C@@]1(C)O[C@@H]21
  32.4 | 51.4 | 1.6* | -36.8* | -57.9* | -51.1* | -29.1* | -29.5*
(13) O=C(CNC(=O)c1nc(-c2ccccc2)n(-c2ccc(Cl)cc2)n1)NO
  80.9 | 84.0 | · | 92.7 | 113.2 | 105.6 | 99.0 | 105.0
(14) O=C1C2C(C(=O)N1c1ccc([N+](=O)[O-])cc1)C1c3ccccc3C2C2CCCCN21 (configuration not stated)
  115.8 | 112.9 | 98.5 | 92.9 | 78.5 | 110.8 | · | 107.4
(15) CC1=C(C)C(=O)OC([C@](C)(O)C2(O)CCC3C4C(CC[C@@]32C)[C@@]2(C)C(=O)C=CC[C@]2(O)[C@H]2O[C@@H]42)C1 (some centres not stated)
  95.8 | 96.4 | 96.9 | 101.0 | 88.8 | 86.9 | 91.8 | 110.0
(16) CC(=O)C1=C(C)NC(SCc2nnc(-c3ccc(C)cc3)o2)=NC1c1ccc(F)cc1 (configuration not stated)
  95.2 | 91.2 | 88.1 | 96.0 | 96.4 | 84.6 | 106.7 | 83.7
(17) CCN(CC)C(=O)Cn1cc([N+](=O)[O-])cc1[N+](=O)[O-]
  102.7&99.6 | 108.2&111.6 | 102.5&89.0 | 106.5&101.2 | 102.3&61.3 | 101.6&109.8 | 123.5&99.0 | 103.3&102.0
(18) C=C(C)[C@@H]1CC[C@]2(C(=O)OC)CC[C@]3(C)[C@H](CC[C@@H]4[C@@]5(C)CC/C(=N\OCCC(=NCCC#N)NOCCC#N)C(C)(C)[C@@H]5CC[C@]43C)[C@@H]12
  32.5[100 µM] | 15.8[100 µM] | 7.4*[100 µM] | 26.6[100 µM] | -15.0*[100 µM] | -25.8*[100 µM] | 53.1[100 µM] | 3.3*[100 µM]
(19) O=C1NCN(CCO)CN1
  85.1 | 100.6 | 99.7 | 96.7 | · | 92.8 | 98.9 | 85.6
(20) CCOC(=O)C1=CCC(n2cc(C)c(=O)[nH]c2=O)O1 (configuration not stated)
  103.6 | 96.7 | 98.8 | 105.6 | 65.0 | 96.0 | 104.4 | 105.7

Two entries drawn at random from those above:
Below each compound – HOP-62 | A549/ATCC | CCRF-CEM | M14 | HOP-92 | UACC-62 | EKVX | RPMI-8226
(11) N#Cc1c(-c2ccc([N+](=O)[O-])cc2)cc(-c2ccc(NC(=O)CSc3nc4ccccc4c(=O)n3-c3ccccc3)cc2)nc1N
  102.8 | 96.3 | 99.1 | 99.7 | 68.5 | 87.9 | 97.8 | 85.6
(9) CC(=O)n1nc(C(=O)OCc2ccccc2)c2cc(F)c(F)cc21
  104.6 | 104.6 | 102.1 | 98.6 | 92.0 | 90.0 | 92.6 | 99.0

Ordered by formula weight (lowest first): some entries from above
Below each compound – HOP-62 | A549/ATCC | CCRF-CEM | M14 | HOP-92 | UACC-62 | EKVX | RPMI-8226
(7) C=CCN1CC(=O)N(/N=C2\C(=O)Nc3ccccc32)C1=S
  99.4 | 96.5 | 104.4 | 89.7 | 68.5 | 75.3 | 86.6 | 98.2
(14) O=C1C2C(C(=O)N1c1ccc([N+](=O)[O-])cc1)C1c3ccccc3C2C2CCCCN21 (configuration not stated)
  115.8 | 112.9 | 98.5 | 92.9 | 78.5 | 110.8 | · | 107.4
(18) C=C(C)[C@@H]1CC[C@]2(C(=O)OC)CC[C@]3(C)[C@H](CC[C@@H]4[C@@]5(C)CC/C(=N\OCCC(=NCCC#N)NOCCC#N)C(C)(C)[C@@H]5CC[C@]43C)[C@@H]12
  32.5[100 µM] | 15.8[100 µM] | 7.4*[100 µM] | 26.6[100 µM] | -15.0*[100 µM] | -25.8*[100 µM] | 53.1[100 µM] | 3.3*[100 µM]

(cont.)
Below each compound – HOP-62 | A549/ATCC | CCRF-CEM | M14 | HOP-92 | UACC-62 | EKVX | RPMI-8226
(21) COc1ccc(/C=N\NC(=O)c2cnn(CC(O)c3ccccc3)c2N)cc1OCc1ccccc1 (configuration not stated)
  89.3 | 78.6 | 34.9 | 79.4 | 84.3 | 60.4 | 89.0 | 55.0
(22) Cc1cc2c3c(c1)c(=O)cc(-c1ccccc1)n3C(C)C2 (configuration not stated)
  99.6 | 100.6 | 112.2 | 110.3 | 102.4 | 106.6 | 94.8 | 106.3
(23) O=S(=O)(NCCNc1cc(-c2c(-c3cccc(O)c3)nc3sccn23)ccn1)c1ccc(Br)cc1
  102.1 | 50.1 | 39.9 | 60.8 | 74.9 | 56.8 | 56.8 | 38.1
(24) CCCCOC(=O)c1ccc(NC(=O)CCCCl)cc1
  92.8 | 79.6 | 74.5 | 99.9 | 71.8 | 86.8 | 96.0 | 89.1
(25) COc1ccc(C(=O)/C=C/c2ccc(Oc3nc4c(c(=O)n(C)c(=O)n4C)n3C)c(OC)c2)cc1
  82.4 | 90.5 | 72.8 | 101.8 | · | 81.8 | 90.7 | 68.4
(26) COc1cc2oc(-c3ccc(NC(=O)c4ccc(F)cc4)cc3)cc(=O)c2c(OC)c1OC
  99.6 | 94.3 | 98.4 | 94.4 | 90.5 | 90.6 | 98.8 | 93.4
(27) COc1cc(/C=C2\SC(=O)NC2=O)ccc1OCC(=O)Nc1ccc(C(=O)/C=C/c2cc3ccccc3nc2Cl)cc1
  106.9 | 101.9 | 57.2 | 85.6 | 82.5 | 84.3 | 77.0 | -1.9*
(28) Cc1sc2ncnc(Sc3nc4ccccc4[nH]3)c2c1C
  -62.6* | -55.1* | -53.2* | -78.9* | -12.1* | -91.8* | · | -27.1*
(29) c1ccc(N2CCN(C3c4ccccc4-c4ccccc43)CC2)cc1
  99.5 | 102.4 | 99.6 | 102.2 | 107.1 | 110.9 | 104.5 | 100.1
(30) CC(C)c1cc(C(C)C)c(S(=O)(=O)OCCO[C@H]2Cc3cc4ccc(=O)oc4cc3OC2(C)C)c(C(C)C)c1
  · | 63.8 | 69.2 | 43.8 | 26.5 | 21.5 | 51.6 | 29.3
(31) Fc1ccc2[nH]c3c(NCCCN4CCOCC4)ncnc3c2c1
  32.7 | 54.5 | 74.7 | 85.3 | 63.9 | 92.3 | · | 46.4
(32) Cc1ccc(-c2cn3ccc(N)nc3n2)cc1
  102.7 | 94.6 | 90.2 | 105.1 | 74.5 | 100.6 | 106.9 | 92.2
(33) COc1cc(C2c3cc(O)c(OC)cc3CC(C(=O)O)C2CO)ccc1O (configuration not stated)
  105.8 | 97.7 | 85.0 | 108.8 | 84.2 | 97.5 | 115.9 | ·
(34) O=[N+]([O-])c1cccc(C2NC(Cl)=C(Cl)c3c2sc2c(F)cccc32)c1 (configuration not stated)
  84.5 | 97.7 | 97.9 | 95.1 | 85.3 | 92.8 | 92.9 | 88.5
(35) CCN(CC)CCOC(=O)Nc1ccccc1
  120.2 | 109.4 | 104.4 | 95.2 | 73.9 | 105.4 | 100.0 | 112.7
(36) Cc1cc(C)cc(C(=O)c2cc(Cl)ccc2OCCn2c(=O)ccn(CCOc3ccc(C(C)(C)C)cc3)c2=O)c1
  90.0 | 61.3 | 82.2 | 69.3 | 42.7 | · | 39.1 | 51.7
(37) Fc1ccc(Cn2cc(CSc3nc4ccccc4o3)nn2)cc1F
  93.3 | 95.6 | 101.6 | 96.4 | 94.7 | 80.2 | 93.0 | 107.9
(38) CC(C)(C)c1ccc(S(=O)(=O)/N=C(\N)Nc2nc3ccccc3s2)cc1
  81.0 | 93.4 | 95.5 | 100.6 | 101.1 | 65.7 | 86.0 | 94.2
(39) O=[N+]([O-])c1cc(C(F)(F)F)ccc1SSc1ccc(C(F)(F)F)cc1[N+](=O)[O-]
  92.8 | 105.3 | 90.2 | 103.7 | 77.9 | 98.2 | 116.7 | 76.7
(40) OCCN1CCCCCC1
  110.1 | 101.7 | · | 100.7 | 82.9 | 103.4 | · | 98.3

(list continues)
Below each compound – HOP-62 | A549/ATCC | CCRF-CEM | M14 | HOP-92 | UACC-62 | EKVX | RPMI-8226
(41) CCN(CC)CCN(C(=O)Oc1ccccc1)c1ccccc1
  94.1 | 50.7 | · | 94.0 | 76.5 | 104.2 | 59.8 | 104.5
(42) O=COCCCc1ccccc1
  86.4 | 83.7 | 107.9 | 104.7 | 84.9 | 88.7 | 98.8 | 102.2
(43) CC1(C)C2CC=C(/C=N\N=C\C3=CCC4CC3C4(C)C)C1C2
  108.0 | 112.5 | 95.7 | 95.9 | 102.2 | 95.6 | 100.0 | 102.3
(44) C[N+](C)(Cc1ccc(Cl)cc1)Cc1ccc(Cl)cc1
  96.4 | 97.0 | 99.5 | 95.2 | · | 100.3 | 99.6 | 100.4
(45) N/N=C(/C(=O)c1ccccc1)c1ccccc1
  95.5&95.4 | 107.0&101.6 | 77.4&105.4 | 112.2&98.5 | 85.0 | 114.4&102.8 | 107.8 | 116.0&107.0
(46) Oc1ccccc1C1=NC(c2ccccc2)NC(c2ccccc2)C1 (configuration not stated)
  91.2 | 99.0 | 87.4 | 105.5 | · | 105.6 | · | 74.6
(47) CCCCC1(/C=N/NC(N)=O)NC(=O)NC1=O (configuration not stated)
  87.7 | 77.9 | 98.5 | 110.8 | 93.7 | 99.6 | 103.9 | 99.1
(48) Cc1[nH]c(/C=C/C(=O)c2ccc(C(F)(F)F)c(F)c2)c(C)c1C(=O)N1CCCC1
  93.6&91.9 | 88.2&84.8 | 94.6&102.9 | 95.0&101.1 | 84.0&90.1 | 87.8&97.1 | 82.2&93.4 | 85.3
(49) COC(=O)CCCC1CCC(CCCC(=O)OC)CC1 (configuration not stated)
  109.7 | 99.2 | 90.6 | 103.6 | 63.9 | 106.4 | 118.5 | 91.3
(50) N#Cc1c(NC(=O)c2ccc(C(F)(F)F)cc2)sc2c1CCC(O)=C2
  26.3 | 34.7 | 6.7* | 13.0 | 38.7 | 13.8 | 16.9 | 9.1*
(51) Nc1cc(N)cc([N+](=O)[O-])c1
  107.3&103.1 | 98.6 | 39.1 | 98.3&99.4 | 102.4 | 94.1&108.9 | 111.8 | 114.8&92.3
(52) O=C1NN(C(=O)c2ccc(O)cc2)C(c2ccccc2)=N/C1=C/c1ccoc1
  86.0 | 85.6 | 96.3 | 93.3 | 71.8 | 93.8 | 90.9 | 93.1
(53) Brc1ccc2[nH]c3c(Br)cc(Br)cc3c2c1
  88.4 | 86.1 | 82.9 | 96.3 | · | 84.7 | · | 90.3
(54) CN1CCCc2cc(/C=C3\SC(=S)N(CCC(=O)O)C3=O)ccc21
  108.0 | 100.6 | 105.3 | 101.0 | 85.3 | 97.2 | 95.3 | 94.3

Complete entries as entered above:
CCN(CC)CCN(C(=O)Oc1ccccc1)c1ccccc1 is entered as HOP-62: 94.1; A549/ATCC: 50.7; CCRF-CEM: ·; M14: 94.0; HOP-92: 76.5; UACC-62: 104.2; EKVX: 59.8; RPMI-8226: 104.5
Cc1[nH]c(/C=C/C(=O)c2ccc(C(F)(F)F)c(F)c2)c(C)c1C(=O)N1CCCC1 is entered as HOP-62: 93.6&91.9; A549/ATCC: 88.2&84.8; CCRF-CEM: 94.6&102.9; M14: 95.0&101.1; HOP-92: 84.0&90.1; UACC-62: 87.8&97.1; EKVX: 82.2&93.4; RPMI-8226: 85.3

Screening data (PubChem)
